# Screens as filed in PubChem BioAssay.
# TEAD-YAP inh – TEAD-YAP interaction inhibition; HEK-TIYL cells, TEAD-Gal4/YAP UAS-luciferase luminescence; inhibition, % at 9.12 µM; 640,000 compounds, 1.4% hits; AID 1259422; in the data active = inhibition above about 32%;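 also: 0% = median of test compound wells and 100% = reference inhibitor wells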
# FBW7 activator – activators of human E3 ligase FBW7. AlphaScreen FBW7–phospho-cyclin E peptide binding, activator screen. AID 1259310. Q969H0. normalized activity (activation), % at 26.1 µM. 650,000 compounds, 0.13% hits; in the data active = normalized activity above about 1.9%;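 also: purified mutant Fbw7 with reduced substrate affinity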
# GPR151 ag – human GPR151 activation. Q8TDV0. PathHunter beta-arrestin GPR151 cells, luminescence. activation, % at 11.2 µM. 650,000 compounds, 1% hits; in the data active = activation above about 4.9%;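 also: 0% = median of compound wells and 100% = cells with positive control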
# Target sequence (Q8TDV0 whole entry, looked up): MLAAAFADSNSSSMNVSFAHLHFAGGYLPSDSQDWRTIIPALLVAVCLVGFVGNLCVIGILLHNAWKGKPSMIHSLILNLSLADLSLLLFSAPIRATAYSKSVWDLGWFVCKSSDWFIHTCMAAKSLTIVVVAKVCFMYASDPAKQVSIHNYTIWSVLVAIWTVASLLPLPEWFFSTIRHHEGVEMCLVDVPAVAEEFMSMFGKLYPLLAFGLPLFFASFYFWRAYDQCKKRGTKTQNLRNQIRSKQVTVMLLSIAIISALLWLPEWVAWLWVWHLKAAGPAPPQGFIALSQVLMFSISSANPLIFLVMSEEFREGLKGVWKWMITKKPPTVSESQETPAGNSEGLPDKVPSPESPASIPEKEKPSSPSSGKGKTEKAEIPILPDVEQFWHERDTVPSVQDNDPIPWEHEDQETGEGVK
# MITF inh – blocks human microphthalmia-associated transcription factor; O75030; AlphaScreen MITF homodimerization, bead proximity signal; inhibition, % at 2.6 µM; 650,000 compounds, 0.91% hits; AID 1259374; in the data active = inhibition above about 50%;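 also: 0% = vehicle wells with protein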
# Target sequence (O75030 whole entry, looked up): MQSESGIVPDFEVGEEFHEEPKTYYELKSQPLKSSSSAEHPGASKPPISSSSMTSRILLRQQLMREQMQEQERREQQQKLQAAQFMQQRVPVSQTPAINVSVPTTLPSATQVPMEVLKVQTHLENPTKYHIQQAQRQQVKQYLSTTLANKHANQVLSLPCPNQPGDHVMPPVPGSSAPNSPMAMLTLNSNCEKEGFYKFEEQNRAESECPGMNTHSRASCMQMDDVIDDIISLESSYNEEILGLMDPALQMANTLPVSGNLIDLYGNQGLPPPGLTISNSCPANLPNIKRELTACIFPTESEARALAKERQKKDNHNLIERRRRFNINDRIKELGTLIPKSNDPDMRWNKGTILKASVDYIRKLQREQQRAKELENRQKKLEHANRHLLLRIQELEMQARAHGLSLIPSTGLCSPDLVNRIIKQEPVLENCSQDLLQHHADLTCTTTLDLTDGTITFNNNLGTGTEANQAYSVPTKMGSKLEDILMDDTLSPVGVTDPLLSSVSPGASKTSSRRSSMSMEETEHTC
# Starred values were filed as active, the others as inactive; & = joins results of further samples. An unsorted share of the library; about 3.5% have a hit in one of these screens.
SMILES,TEAD-YAP inh,FBW7 activator,GPR151 ag,MITF inh
Cc1ccc(C)c(NC(=O)CSc2cn(CC(=O)N3CCOCC3)c3ccccc23)c1,-3,0.7,-0.3,6
O=C(COc1ccc2oc3c(c2c1)CCCC3)OCc1ccccn1,3,0.0,0.5,4
O=C(NC1CCN(Cc2ccccc2)CC1)c1ccc2nc(NCc3ccc4c(c3)OCO4)sc2c1,2,-0.1,-1.8,-8
CC(C)NC(=O)c1cc(-c2ccc(Cl)cc2)on1,-75,-0.1,-1.0,4
Cc1sc2ncnc(NCC(O)c3ccccc3)c2c1C (stereo not given),-6,0.4,0.5,10
CC1CN(C(=O)CN2C(=O)c3ccc([N+](=O)[O-])cc3C2=O)CC(C)O1 (stereo not given),-2,0.0,2.1,-3
CCOC(=O)c1cc(NC(=O)CSc2nc(C)nc3sc4c(c23)CCCC4)cc(C(=O)OCC)c1,-1,0.3,-0.5,22
CCOC(=O)c1ccc(N2C(=O)CC(N3CCC(O)CC3)C2=O)cc1 (stereo not given),6,0.0,0.5,14
CC(=O)Nc1ccc(Nc2ncnc3nc(N4CCCC4CO)[nH]c23)cc1 (stereo not given),3,0.1,0.5,12
COc1ccc(C(=O)CSc2nsc(SCC(=O)c3ccc(OC)cc3)c2C#N)cc1,8,0.2,1.8,12
CCC(C)C(=O)Nc1nc2c(s1)C(=O)CC(C(=O)NCc1ccc(Cl)cc1)C2 (stereo not given),-61,-0.2,-1.7,-3
Cn1ccnc1SCCNC(=O)CCc1nnc(CCCCc2ccccc2)o1,5,0.1,-1.7,15
N#Cc1cc2c(=O)n3ccccc3nc2n(Cc2ccccc2)c1=NC(=O)c1ccccc1F,6,0.0,1.6,2
O=C(CSc1cn(Cc2ccccc2Cl)c2ccccc12)Nc1nccs1,-2,-0.2,-0.7,17
Cc1ccc(Nc2nnc(-c3cc4ccccc4oc3=O)s2)cc1,3,0.0,-0.3,-21
CCOC(=O)c1c(-c2ccc(C)o2)csc1NC(=S)NC(=O)N(C)C,4,-0.2,0.1,2
COc1ccc(-n2nc3ccc(NC(=O)c4cc5ccccc5oc4=O)cc3n2)cc1,-5,0.4,-0.9,15
COc1ccccc1-n1cc(C(=O)NCC(=O)NCC2COc3ccccc3O2)c2ccccc2c1=O (stereo not given),7,0.1,0.9,-27
O=C(NC1CC1)c1ccc(-c2nc(NCCO)c3ncn(-c4ccccc4)c3n2)cc1,68*,0.3,-0.1,10
CCOc1ccc(OCC)c(C(=O)O)c1,2,-0.1,-0.3,-7
COc1ccccc1-c1nc2cnccn2c1NCC1CCCO1 (stereo not given),-5,0.1,0.1,-7
COc1ccc(O)c(/C=N/NC(=O)c2ccc(NC(=O)c3ccccc3C)cc2)c1,21,0.1,0.2,22
Cn1c(=NC(=O)c2cc(=O)c3ccccc3o2)sc2c3ccccc3ccc21,-3,1.3,-0.3,16
CC(C)(Oc1ccc(Cl)cc1)C(=O)Nc1ncc([N+](=O)[O-])s1,36*,0.5,1.0,10
Cn1c(N)c(C#N)c2c(c1=S)CCCC2,-6,-0.2,2.9,2
CCCc1[nH]n(-c2ccc(F)cc2)c(=O)c1C=NCCSc1ccc(C)cc1,10,0.2,0.5,-1
CCCCNc1c(N2CCCC(C(=O)OCC)C2)c(=O)c1=O (stereo not given),-1,0.1,5.1*,1
Cc1ccc(NC(=O)c2ccc(Cl)c(N)c2)cc1,-11,0.2,0.2,16
CC(C)CCNC(=O)c1cn(CC(C)C)c(=O)c2c1c1ccccc1n2C,0,0.2,-0.1,-1
CC(C)(C)NC(=O)c1ccccc1NC(=O)c1cccc(Br)c1,10,0.3,-0.1,-10
O=C(Cc1ccc(N2CCC(NCc3cn[nH]c3-c3ccccc3)CC2)cc1)N1CCCC1,-24,0.0,-0.7,-2
CN(Cc1ccccc1)C(=O)COC(=O)COc1ccc(Cl)cc1,-1,0.1,-0.3,9
CCOC(=O)Cn1c(=O)oc2cc(S(=O)(=O)NCc3cccs3)ccc21,3,-0.2,0.3,-3
Fc1ccc(-c2cc(N3CCC4(CC3)OCCO4)nc(-c3cccnc3)n2)cc1,11,-0.1,2.5,1
CCN1c2ncccc2C(=O)NC12CCN(C(=O)CN1CCCC1=O)CC2,-12,-0.1,-0.4,0
COc1ccc2ccccc2c1/C=C(\C#N)C(N)=O,-1,-0.1,1.1,-5
N#Cc1c(N)n(CCc2ccccc2)c2nc3ccccc3nc12,5,0.7,-0.7,2
Cn1cnnc1SCCNC(=O)CN1Cc2ccccc2OC(c2ccccc2)C1 (stereo not given),-3,-0.4,-1.3,13
CCn1cnc2c(cnn2-c2ccc(F)cc2)c1=O,-18,0.0,-0.1,1
O=C(c1ccccc1)c1cc(Cl)cc2c1NC(C1CC=CCC1)C1CC=CC21 (stereo not given),-7,0.0,1.1,-13
CCOC(=O)C1=C(CSc2nc(-c3cccs3)ccc2C#N)OC(N)=C(C#N)C1c1cccs1 (stereo not given),7,0.0,-0.8,-3
COC(=O)c1c(NC(=O)c2cc([N+](=O)[O-])ccc2Cl)sc(C)c1C,2,-0.1,2.3,8
CCCSc1nnc2c(n1)OC(c1ccc(-c3ccc(Cl)cc3)o1)Nc1ccccc1-2 (stereo not given),-25,-0.1,0.6,3
CCCC1(C2CCN(Cc3ccc(O)cc3)CC2)NC(=O)N(CC2CCCO2)C1=O (stereo not given),3,-0.1,6.0*,4
CCC(CC)c1nc2cc(OC)c(OC)cc2c(=O)o1,-6,0.1,1.7,-1
CCN(C(=O)CN1C(=O)NC2(CCCCCC2)C1=O)c1ccccc1,4,0.1,1.9,3
O=C(Nc1c(Cl)cccc1Cl)c1cccc(F)c1,-11,0.0,0.3,-18
Cc1cc(-n2c(C)cc(/C=C3\NC(=O)NC3=O)c2C)ccc1Br,-3,0.1,-2.0,-8
Cc1c(C=O)c(C=O)c(C)n1Cc1ccc(C(=O)O)cc1,3,-0.1,-0.7,-9
Nc1n[nH]c(CC(=O)N(c2ccccc2)C2(C(=O)Nc3ccccc3)CCCCC2)n1,4,-0.2,2.1,-2
COc1ccccc1C(=O)Nc1cc(C)cc(C)c1,3,0.1,-0.9,-31
O=C1c2ccc(-c3nc4ccccc4c(=O)o3)cc2C(=O)N1CC1CCCO1 (stereo not given),-2,-0.3,0.0,-3
Cc1cccc(CNc2n[nH]c3nc(C)cc(C(F)(F)F)c23)n1,-30,0.0,1.1,-3
CC(=O)Nc1cccc(Oc2ccc3c(c2)C(=O)N(c2ccc(C)c(Cl)c2)C3=O)c1,31,0.1,-0.7,-8
O=C1CC(c2ccc(Br)cc2)c2c(ccc3ccccc23)N1 (stereo not given),4,0.0,0.3,11
COCCOC(=O)C1=C(C)NC2=C(C(=O)CC(c3ccc(OC)c(OC)c3)C2)C1c1ccc([N+](=O)[O-])cc1 (stereo not given),5,0.1,0.4,14
CCOC(=O)C1C(=O)C=C(c2ccc(OC)cc2)CC1c1ccc(OC)c(OC)c1 (stereo not given),0,-0.2,-0.5,-8
O=C(N=C1N=C2C=CC=CN2Cc2ccccc21)c1ccccc1,-43,-0.1,-8.1,-19
COc1ccc(-n2nc(C(=O)Nc3cc(C)on3)c3ccccc3c2=O)cc1,5,0.0,-1.0,13
Cc1ccc(CNC(=O)CSCc2ccccc2C)cc1,-8,0.0,1.1,11

# Retrieved by compound from above, three records:
SMILES,TEAD-YAP inh,FBW7 activator,GPR151 ag,MITF inh
Cn1c(=NC(=O)c2cc(=O)c3ccccc3o2)sc2c3ccccc3ccc21,-3,1.3,-0.3,16
CCOC(=O)Cn1c(=O)oc2cc(S(=O)(=O)NCc3cccs3)ccc21,3,-0.2,0.3,-3
Cc1ccc(NC(=O)c2ccc(Cl)c(N)c2)cc1,-11,0.2,0.2,16

# (cont.)
SMILES,TEAD-YAP inh,FBW7 activator,GPR151 ag,MITF inh
N#CCCn1cc(C(=O)O)c(-c2cccs2)n1,0,0.0,-1.2,3
CCc1ccc(NC(=O)CSc2nc3ccsc3c(=O)n2Cc2ccc(OC)cc2)cc1,11,0.0,-0.4,-8
Cc1ccc(C2=NS(=O)(=O)N(C)C(C(=O)Nc3ccc4c(c3)OCO4)=C2)cc1,-7,-0.2,-0.4,11
O=C(Nc1ccccn1)C1(c2cc(-c3ccco3)on2)CC1,-1,0.1,-0.8,19
Cc1ccc(SCC(=O)Nc2ncc(C)s2)cc1,-26,1.1,-1.1,25
C=CCN(CC=C)C(=O)c1cc(OC)cc(OC)c1,6,0.1,0.7,6
COc1cc2c(cc1OC)CN(S(=O)(=O)CCNC(=O)c1cccc(Cl)c1)CC2,2,-0.1,-0.3,0
O=C(Cc1cccs1)N(c1ccccc1)C1C=CS(=O)(=O)C1 (stereo not given),-6,-0.3,1.4,-2
O=C1NC(=O)c2cc(NS(=O)(=O)c3ccc(F)cc3)ccc21,-9,0.1,-0.1,-12
CC(=O)Nc1ccc(S(=O)(=O)NC(C)C(=O)O)cc1 (stereo not given),3,0.2,0.1,9
O=C(c1ccc(Cl)cc1)c1cc([N+](=O)[O-])ccc1N1CCN(C(c2ccccc2)c2ccccc2)CC1,-2,0.4,-1.3,24
COc1ccc(C)cc1S(=O)(=O)NCCc1csc2nc(-c3ccc(F)cc3)nn12,1,0.3,-2.3,17
O=C(C1CCOCC1)N1CCC[C@@H]2CN(C/C=C/c3ccccc3)CC[C@H]21,-13,-0.1,0.3,-15
COc1cc2nc(N3CCCC(O)C3)c(CNCCN3CCCC3)cc2c(OC)c1OC (stereo not given),-4,-0.3,-0.8,-13
COc1ccc(S(=O)(=O)NCCc2csc3nc(-c4ccc(F)cc4)nn23)cc1,-6,0.2,0.5,3
COC(=O)C1=C(N)N(c2ccccc2C(F)(F)F)C2=C(C(=O)CC(C)(C)C2)C1c1ccc2c(c1)OCO2 (stereo not given),-3,0.7,-1.8,-4
CCCCOc1ccc(OC(=O)c2sc3ncn(CCC)c(=O)c3c2C)cc1,0,0.0,-0.5,0
O=C(NNC(=O)C1CCN(C(=O)Nc2ccccc2)CC1)c1cc(-c2ccccc2)n[nH]1,0,0.1,-1.3,4
O=C(On1c(-c2ccccc2)cc2ccccc21)c1ccco1,-8,-0.2,-1.2,4
O=C(Cn1ncn2cccc2c1=O)NCc1ccccn1,0,0.2,-0.3,13
Cc1cccc(C)c1NC(=O)C1(NC(=O)c2cnccn2)CCCCC1,-1,0.1,1.8,13
FC(F)(F)c1cccc(CNc2ccnc(Nc3ccccn3)n2)c1,6,-0.1,2.7,-6
c1ccc2[nH]c(CCc3nc4ccccc4s3)nc2c1,-24,0.1,-1.3,-13
COc1ccc(O)c(C2C(C(=O)O)c3ccccc3C(=O)N2C)c1 (stereo not given),1,-0.3,1.2,-14
CC(C)Oc1ccc(C(=O)Nc2ccc3oc(=O)ccc3c2)cc1,-28,0.0,0.1,-10
COc1ccc(-n2nc3ccc(NC(=O)COc4ccccc4)cc3n2)cc1,-16,0.0,-0.7,4
COc1ccc(CN2CCc3nncn3CC2)c(OC)c1,-3,0.0,-1.6,15
Cc1ccc(C)c(NS(=O)(=O)c2cc(C(=O)NCC3CCCO3)ccc2C)c1 (stereo not given),-1,0.0,-0.1,6
CCOc1ccccc1-c1n[nH]c(=S)n1CC,-4,-0.2,1.6,-6
Cc1cc(OCC(=O)NCC(C)CN(C)C)ccc1Cl (stereo not given),-4,-0.1,5.8*,-12
CCN1CCN(c2ncnc3c(-c4ccc(Cl)cc4)nsc23)CC1,-37,0.0,-0.6,4
CCOC(=O)CCNC(=O)N1CCC(CO)(Cc2ccccc2C(F)(F)F)CC1,-4,0.2,1.4,-22
Cc1ccc2oc(-c3ccc(NC(=O)c4ccc(C)c(Cl)c4)cc3)nc2c1,-3,0.8,-0.2,-4
CCCCOC(=O)C1=C(C)NC2=C(C(=O)CCC2)C1c1ccccc1 (stereo not given),3&-1,-0.1&0.1,-1.3&-2.0,-1&5
C=C(C)CNC(=S)Nc1cccc(N)n1,2,-0.2,0.5,-11
CN(C)CCN(C(=O)c1ccc(S(=O)(=O)N(C)C2CCCC2)cc1)c1nc2ccccc2s1,-2,0.1,3.9,-7
CN1CCN(Cc2cccc(OCc3ccccc3)c2)CC1CCO (stereo not given),-12,0.0,1.3,15
CN(C)S(=O)(=O)c1cccc(C(=O)N(Cc2ccco2)c2ccc(F)cc2)c1,-3,0.3,0.3,10
O=C1OC(c2ccco2)=N/C1=C\c1coc2ccccc2c1=O,-48,0.3,-0.3,13
COc1ccc(/C=C2\SC(=S)N(Cc3cccnc3)C2=O)c(OC)c1,-6,0.1,-0.9,-4
O=C(Nc1ccc2c(c1)CCC2)c1cccc2nccnc12,-60,-0.2,0.1,11
O=C(CN1CCC(c2ccc3c(c2)OCO3)CC1)N1CCCc2ccccc21,5,0.4,-0.4,34

# Given as labelled records: part of the list above
> CCOC(=O)c1ccc(N2C(=O)CC(N3CCC(O)CC3)C2=O)cc1 (stereo not given)
  TEAD-YAP inh: 6
  FBW7 activator: 0.0
  GPR151 ag: 0.5
  MITF inh: 14

> CC(C)(C)NC(=O)c1ccccc1NC(=O)c1cccc(Br)c1
  TEAD-YAP inh: 10
  FBW7 activator: 0.3
  GPR151 ag: -0.1
  MITF inh: -10

> Cc1ccc(C2=NS(=O)(=O)N(C)C(C(=O)Nc3ccc4c(c3)OCO4)=C2)cc1
  TEAD-YAP inh: -7
  FBW7 activator: -0.2
  GPR151 ag: -0.4
  MITF inh: 11
